# GAA glycogen: qHTS Assay for Inhibitors and Activators of Human alpha-Glucosidase Cleavage of Glycogen; AID 2100, 2009; recombinant GAA, glycogen substrate, Amplex Red glucose oxidase fluorescence; Potency, µM (highest dose often 76.4 µM), for the others: top-dose activity change, negative = inhibition, most hits filed as inhibitors; actives 0.38% (n = 300,000); Lysosomal alpha-glucosidase (Homo sapiens), P10253;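 note: 0% = full enzyme reaction and -100% = no-enzyme basal signal; the screen sought inhibitors and activators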
#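 Natural-substrate format: glycogen cleavage by 4 nM human enzyme, glucose read by Amplex Red coupling (Ex 573, Em 610 nm). Normalized to enzyme and no-enzyme controls.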
# GAA spleen mod: qHTS Assay for Inhibitors and Activators of Human alpha-Glucosidase From Spleen Homogenate; Lysosomal alpha-glucosidase (Homo sapiens), P10253; human spleen homogenate, 4-MU-alpha-glucoside fluorescence; Potency, µM (series often up to 79.9 µM), without a hit: at the highest dose activity change, negative = inhibition, usual class: inhibitors; actives 0.006% (n = 240,000);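 note: 0% = enzyme with vehicle and -100% = no enzyme basal signal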
#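 Human spleen homogenate (1 ug) incubated with compounds and 1 mM 4-methylumbelliferyl-alpha-D-glucopyranoside in pH 5.0 citrate/phosphate buffer, 37 C, 40 min. Stopped at pH 10; 4-MU fluorescence (Ex 365/Em 440 nm); AC50 by Hill fit.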
# Tau fibril FP: qHTS for Inhibitors of Tau Fibril Formation, Fluorescence Polarization. Microtubule-associated protein tau (Homo sapiens), P10636. K18 P301L tau heparin fibrillization, Alexa594 FP, 6 h. Potency, µM (top dose mostly 57.7 µM), without a hit: top-dose activity, negative = inhibition, usual class: inhibitors. actives 0.39% (n = 280,000). AID 1468, 2008; note: % is set by controls: 0 for no effect and ±100 for the full control effect; nearly all actives have a fitted effect of over 55% in size
# Target sequence (P10636 561-689 P618L limits assumed): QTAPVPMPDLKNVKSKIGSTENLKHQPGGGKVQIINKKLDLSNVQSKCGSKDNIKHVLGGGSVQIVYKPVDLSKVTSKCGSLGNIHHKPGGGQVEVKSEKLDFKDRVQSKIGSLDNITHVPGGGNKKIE
#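 Human K18 P301L fragment (15 uM unlabeled plus 0.24 uM Alexa 594-labeled) in 100 mM sodium acetate pH 7 with compound, aggregation induced by 20 uM heparin for 6 hr at 37 C. ThT (30 uM) added for 1 hr, then Alexa 594 FP read.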
# aGal spleen mod: qHTS Assay for Inhibitors and Activators of Human alpha-Galactosidase From Spleen Homogenate; AID 2107, 2009; human spleen homogenate, 4MU-alpha-Gal fluorescence, 40 min; Alpha-galactosidase A (Homo sapiens), P06280; actives 0.008% (n = 240,000); Potency, µM (top dose mostly 80 µM), inactives show at the highest dose activity change, negative = inhibition, most hits filed as inhibitors;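 note: 0% = enzyme with vehicle and -100% = no enzyme basal signal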
# Target sequence (P06280 32-429 limits assumed): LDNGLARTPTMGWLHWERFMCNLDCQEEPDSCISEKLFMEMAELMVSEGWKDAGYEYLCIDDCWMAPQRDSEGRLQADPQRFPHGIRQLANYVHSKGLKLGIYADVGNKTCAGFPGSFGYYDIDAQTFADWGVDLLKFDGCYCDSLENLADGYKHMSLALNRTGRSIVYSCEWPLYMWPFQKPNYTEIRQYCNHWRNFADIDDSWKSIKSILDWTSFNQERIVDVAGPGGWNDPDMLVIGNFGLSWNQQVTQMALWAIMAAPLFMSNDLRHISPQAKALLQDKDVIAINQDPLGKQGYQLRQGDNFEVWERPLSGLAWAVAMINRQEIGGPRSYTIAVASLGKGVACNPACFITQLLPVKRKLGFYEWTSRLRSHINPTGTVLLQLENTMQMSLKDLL
#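 Human spleen homogenate (1 ug) as enzyme source, 4-methylumbelliferyl-alpha-D-galactopyranoside 1 mM final, citrate/phosphate pH 5.0 with 0.01% Tween-20. Compounds 40 min at 37C, NaOH/glycine stop; fluorescence Ex 365/Em 440, Hill-fit AC50.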
# Tau fluor counter: Counterscreen qHTS for Inhibitors of Tau Fibril Formation, Fluorescence Polarization; tau K18 P301L Alexa594 fluorescence, heparin fibrillization; Potency, µM (titrated, usually from 57.7 µM), without a hit: at the highest dose activity change, negative = decrease; actives 0.93% (n = 280,000); AID 1463, 2008; note: % is set by controls: 0 for no effect and ±100 for the full control effect; nearly all actives have a fitted effect of over 55% in size
#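 Human K18 P301L tau (15 uM unlabeled plus 0.24 uM Alexa 594-labeled, final) in 100 mM sodium acetate pH 7 was mixed with compound and 20 uM heparin and incubated 6 hr at 37 C.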
# HTT cytoprotect: qHTS Multiplex Assay to Identify Dual Action Probes in a Cell Model of Huntington: Cytoprotection (ATP) | actives 0.14% (n = 230,000) | Potency, µM (highest dose often 56.4 µM), for the others: cytoprotection (ATP increase), usual class: activators | AID 1471, 2008 | PC12 HTT-Q103 induced, cytoprotection, ATP luminescence, 40 h;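 note: % of control where 0% means no effect; nearly all actives have a fitted effect of over 45% in size; toxic huntingtin expression switched on by the ecdysone agonist tebufenozide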
#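 Huntington model: PC12 line, ecdysone-inducible HTTQ103 exon1–GFP, tebufenozide 100 nM. Test articles in a dose series. Endpoint luminescence from cellular ATP.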
# GAA inh: qHTS Assay for Inhibitors of Human alpha-Glucosidase as a Potential Chaperone Treatment of Pompe Disease. actives 0.005% (n = 200,000). AID 1466, 2008. Potency, µM (top dose mostly 76.9 µM), for the others: at the top dose activity change, negative = inhibition, usual class: inhibitors. purified human GAA, 4-MU-alpha-glucoside fluorescence. Lysosomal alpha-glucosidase (Homo sapiens), P10253;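 note: plate controls were uninhibited enzyme wells for no effect and no-enzyme background for full effect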
#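 Human enzyme at 4 nM with 400 uM 4-methylumbelliferyl-alpha-D-pyranoside, citrate/phosphate buffer pH 5.0, 0.005% Tween-20, 20 min at room temperature. Compounds up to 77 uM. 4-MU fluorescence (Ex 365/Em 440) read after NaOH/glycine stop; AC50 from Hill fit.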
# Tau fibril ThT: qHTS for Inhibitors of Tau Fibril Formation, Thioflavin T Binding. Microtubule-associated protein tau (Homo sapiens), P10636. recombinant tau K18 P301L (four-repeat tau fragment), heparin-induced fibrillization, ThT fluorescence. Potency, µM (top dose mostly 57.4 µM), for the others: top-dose activity, negative = inhibition, usual class: inhibitors. actives 2.1% (n = 270,000). AID 1460, 2008; note: % is set by controls: 0 for no effect and ±100 for the full control effect; nearly all actives have a fitted effect of over 55% in size
#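 Tau K18 P301L fragment (15 uM unlabeled plus 0.24 uM Alexa 594-labeled) in 100 mM sodium acetate pH 7 with compound, fibrillization induced by 20 uM heparin for 6 hr at 37 C. Thioflavin T (30 uM) added, fluorescence read after 1 hr (ex 450, em 510 nm).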
# Numbers without * were called inactive; ? = inconclusive; · = no result given; [ ] = remark or other dose. Calls come from the whole dose curve; as a rule, active = well fitted curve in the direction sought with a large enough effect; inconclusive = small, poorly fitted or top-dose-only effect, or another doubt; inactive = no such curve, though single readings can be large; an effect the other way counts as inactive or inconclusive. Potency is the fitted concentration of half-maximal effect.
canonical_smiles	GAA glycogen	GAA spleen mod	Tau fibril FP	aGal spleen mod	Tau fluor counter	HTT cytoprotect	GAA inh	Tau fibril ThT
CC[C@@H]1Cn2c(c3nc(-c4ccccc4)nc-3n(C)c2=O)N1	·	-2%	-2%	0%	-18%	2%	·	?
COc1cc(-c2nc(N)n[nH]2)cc(OC)c1OC	5%	-8%	-3%	-4%	0%	16%	-3%	-9%
CCNC(=O)CC1C(=O)N(c2ccccc2)C(=O)N1CCc1ccc(OC)c(OC)c1 (stereo not drawn)	1%	-1%	-4%	2%	-3%	4%	-7%	0%
CC1CCCC(NC(=O)COC(=O)Cc2cn3ccsc3n2)C1C (stereo not drawn)	3%	-3%	-2%	-3%	-5%	7%	-5%	-1%
O=C(NC1CCCC1)C(c1ccsc1)N(C(=O)Cc1cccs1)c1ccccc1 (stereo not drawn)	12%	-6%	-8%	-15%	-9%	-5%[10 µM]	0%	1%
COC(=O)c1c(C)[nH]c(C)c1-c1ccccc1Cl	?	-6%	-3%	0%	-5%	-15%	-17%	-6%
CCCN1CCN(CCCNC(=O)c2cc3c(=O)[nH]c4ccc(C)cc4c3s2)CC1	-6%	6%	-8%	10%	-6%	?	·	-16%
CCn1c(Cc2ccc(OC)cc2)nnc1SCc1nc2ccccc2c(=O)[nH]1	-1%	-1%	5%	-2%	7%	-8%	-4%	4%
Cc1cccc(Nc2ccccc2C(=O)NCc2ccco2)c1C	-15%	4%	4%	5%	?	-41%[inhibitor]	-6%	?
CC(C)Nc1nc2ccccc2c(=O)[nH]1	15%	-5%	-2%	-5%	0%	-16%	-6%	-3%
COC(=O)c1cccc(COC(=O)CNC(=O)c2ccco2)c1	1%	-2%	-5%	5%	-2%	-2%	-1%	-3%
Cc1ccc(Cn2c(=O)n(CCCC(=O)NCc3ccccc3Cl)c(=O)c3ccccc32)cc1	-7%[76.3 µM]	·	-10%	·	-17%	·	·	-11%
CS(=O)(=O)N(CC(=O)Nc1ccc(S(=O)(=O)N2CCOCC2)cc1)c1cccc(F)c1	-13%	-5%	-6%	2%	1%	-1%[10 µM]	1%	16%
N#CC(c1ccccc1)c1ccc(C(=O)c2ccc(F)cc2)cc1 (stereo not drawn)	11%	4%	4%	7%	-29%	-57%[inhibitor]	-7%	-20%
CCOC(=O)C1=C(C)Nc2nc3ccccc3n2C1c1ccccc1 (stereo not drawn)	0%	12%	1%	13%	-4%	-8%	-4%	-4%

# Three of the entries above in order of their number in GAA spleen mod, ascending.
SMILES,GAA spleen mod,Tau fibril FP,aGal spleen mod,GAA inh,Tau fibril ThT
CS(=O)(=O)N(CC(=O)Nc1ccc(S(=O)(=O)N2CCOCC2)cc1)c1cccc(F)c1,-5%,-6%,2%,1%,16%
CC[C@@H]1Cn2c(c3nc(-c4ccccc4)nc-3n(C)c2=O)N1,-2%,-2%,0%,·,?
CCCN1CCN(CCCNC(=O)c2cc3c(=O)[nH]c4ccc(C)cc4c3s2)CC1,6%,-8%,10%,·,-16%

# Going on with the list.
canonical_smiles	GAA glycogen	GAA spleen mod	Tau fibril FP	aGal spleen mod	Tau fluor counter	HTT cytoprotect	GAA inh	Tau fibril ThT
CC(=O)c1nnn(-c2nc(N)nc(N(c3ccccc3)c3ccccc3)n2)c1C	2%	-16%	3%	-12%	0%	-19%	-4%	-9%
Clc1cccc(N2CCN(c3nc4ccccc4n4nnnc34)CC2)c1	9%[76.3 µM]	·	7%	·	?	·	·	?
COC(=O)c1ccc2nc(C(F)(F)F)[nH]c2c1	8%	3%	-3%	4%	-2%	-11%	-9%	1%
COc1ccc(OC)c(/C=N/NC(=O)CNC(=O)c2ccc(S(=O)(=O)N3CCOCC3)cc2)c1	9%	-2%	5%	0%	-1%	10%[10 µM]	1%	2%
CC1=C(C)CC(C(=O)N2CCN(Cc3ccc4c(c3)OCO4)CC2)C(C(=O)O)C1 (stereo not drawn)	-1%	2%	1%	-1%	3%	·	7%	-6%
CCOC(=O)N1CCN(C(=O)Nc2ccc3nc(C)c(C)nc3c2)CC1	24%	1%	-13%	0%	-15%	5%	?	?
CCOC(=O)c1ccc(NC(=O)CCOc2ccc(C)cc2)cc1	-2%	1%	-3%	1%	-13%	-2%	-7%	-15%
CCOc1ccc(CCNC(=O)CN2C(=O)NC(CCSC)C2=O)cc1OCC (stereo not drawn)	-9%	-8%	-2%	4%	0%	-28%	-3%	8%
CCc1ccc(NC(=S)NC2CC3CCC(C2)N3Cc2ccco2)cc1 (stereo not drawn)	-12%	-5%	0%	-4%	-13%	16%[10 µM]	-2%	-6%
Clc1ccc(CN2C3=NCCN3c3ccccc32)cc1Cl	6%	-15%	1%	-3%	4%	-9%	1%	6%
O=C(N/N=C/C=C/c1cccc([N+](=O)[O-])c1)C(O)c1ccccc1 (stereo not drawn)	12%	7%	-3%	5%	-13%	20%[10 µM]	0%	-18%
COc1ccc2ccccc2c1CN1CCN(Cc2ccccc2)CC1	4%	-27%	5%	-1%	-2%	-17%	-2%	-7%
Cc1cc2n(n1)SC(Nc1ccc(F)cc1)N2 (stereo not drawn)	-20%	4%	3%	1%	-4%	-4%[10 µM]	-1%	-1%
Cc1cccc(CNc2cc(-c3cccc(C#N)c3)ncn2)c1	·	4%	-8%	7%	?	-22%	·	1%
Cc1cc(C)c2c(N=NN(C)C)[nH]nc2n1	-2%	-3%	4%	10%	3%	4%	8%	?
O=c1c(-c2cnn(-c3ccccc3)c2)coc2cc(O)ccc12	5%	-4%	?	-2%	-20%	-34%[10 µM]	·	?
O=C(c1ccc(C#CC2(O)CCCCC2)cc1)N1CCN(Cc2ccccc2)CC1	1%	-18%	11%	2%	0%	-55%[inhibitor][10 µM]	-9%	-13%
C/C(=N\NC(=O)c1c(Br)c(C)nn1C)c1cccc(NC(=O)c2ccccc2C)c1	7%	-8%	10%	-7%	-9%	·	-8%	?
COC(=O)c1cc2ccsc2n1Cc1cccc(F)c1	11%	-11%	-15%	-11%	-18%	13%[10 µM]	5%	?
O=C(Nc1nccs1)c1ccc(S(=O)(=O)c2ccccc2)cc1	0%	-2%	-1%	7%	2%	-14%[0.074 µM]	2%	1%
COc1ccc(OC)c(NC(=O)c2ccccc2SC)c1	-5%	-3%	-3%	0%	-18%	-16%	-10%	-5%
O=C(CSc1oc(-c2ccco2)nc1S(=O)(=O)c1ccccc1)c1ccc(Cl)cc1	5%[76.3 µM]	·	?	·	?	·	·	-4%
CCC(=O)Nc1ccc(/C(C)=N\NS(=O)(=O)c2ccc(C)cc2)cc1	-2%	2%	7%	7%	-14%	-12%	-3%	-10%
Cn1nnnc1SCCNCc1ccccc1OCc1ccc(Cl)cc1Cl	12%[76.3 µM]	·	-10%	·	-23%	·	·	?
CCCc1nnc(NC(=O)CCC(=O)NCCc2ccc(OC)c(OC)c2)s1	15%	-6%	5%	-5%	7%	-12%[10 µM]	-5%	5%
CCOc1cc(/C=N/NC(=O)CNc2ccc(C)cc2)ccc1OC(=O)c1ccccc1	4%	0%	5%	0%	?	3%	-9%	?
O=C(COc1ccc(Cl)cc1)NCc1nnc(SCC(=O)NC2CCCC2)o1	5%	6%	5%	9%	0%	-19%	3%	-4%
S=c1[nH]c(-c2ccccc2)cn1/N=C/c1ccncc1	?	-5%	-9%	0%	?	9%[10 µM]	·	11µM*
COc1ccc(N2C(=O)CC(N3CCC(O)(c4ccc(Cl)cc4)CC3)C2=O)cc1 (stereo not drawn)	-3%	-1%	-2%	-2%	-8%	-3%	-4%	-16%
Cc1ccc(C(C)n2cc(C(=O)NCc3cccnc3)nn2)cc1 (stereo not drawn)	-4%	-1%	3%	-3%	-2%	11%	6%	-7%

# Single records (already shown). Values in the order: GAA glycogen, GAA spleen mod, Tau fibril FP, aGal spleen mod, Tau fluor counter, HTT cytoprotect, GAA inh, Tau fibril ThT
# Listed for C/C(=N\NC(=O)c1c(Br)c(C)nn1C)c1cccc(NC(=O)c2ccccc2C)c1 = 7%, -8%, 10%, -7%, -9%, ·, -8%, ?
# Listed for COc1ccc(OC)c(/C=N/NC(=O)CNC(=O)c2ccc(S(=O)(=O)N3CCOCC3)cc2)c1 = 9%, -2%, 5%, 0%, -1%, 10%[10 µM], 1%, 2%
